# NIH3T3 tox: kills NIH 3T3 cells; Potency, µM (titrated, usually from 96.7 µM), without a hit: at the top dose activity change, negative = cytotoxicity, most hits filed as inhibitors; NIH 3T3 viability, CellTiter-Glo ATP luminescence, 48-72 h; AID 1345082; 94,000 tested, 4.3% active; note: potency is the fitted concentration of half-maximal effect; nearly all actives have a fitted effect of over 55% in size
#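 Cells were seeded at 400 per well, treated with pin-transferred compound, and kept 48 or 72 hr at 37 °C before CellTiter-Glo addition and luminescence imaging of cellular ATP.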
# SNCA expr inhib: reduces expression of the alpha-synuclein gene; 140,000 tested, 0.17% active; Potency, µM (titrated, usually from 57.2 µM), for inactives: at the top dose activity change, negative = inhibition, actives largely listed as inhibitors; AID 1671194; HEK-293 SNCA-luciferase knock-in, luminescence, 24 h;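 note: potency is the fitted concentration of half-maximal effect; plate controls were DMSO cells for no effect and cell-free wells for full effect; nearly all actives have a fitted effect of over 45% in size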
# HEK293 viab: counter-screen for SNCA expression inhibitors: cell viability | Potency, µM (doses to about 57.1 µM), without a hit: at the highest dose activity change, negative = cytotoxicity, hits mostly cytotoxic | 150,000 tested, 0.12% active | AID 1671193 | HEK-293-SNCA-luc viability, GF-AFC fluorescence, 24 h;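 note: potency is the fitted concentration of half-maximal effect; 0% = DMSO-treated cells and -100% = medium-only wells without cells; nearly all actives have a fitted effect of over 30% in size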
#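 Cytotoxicity counterscreen: after 24 h compound treatment of genome-edited SNCA-luciferase HEK-293 cells, live-cell protease substrate GF-AFC read by fluorescence after 30 min; activity scaled between DMSO (0%) and medium-only (-100%), curves Hill-fitted.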
# IP6K1 inhibitor: blocks human inositol hexakisphosphate kinase 1 | AID 1645851 | activity change, % (series mostly up to about 58 µM) | 140,000 tested, 0.81% active | IP6K1 kinase, ADP-Glo luminescence, 2 h; stronger effect = lower value | Q92551; in the data active = activity change below about -25%
# Target sequence (Q92551 whole entry, looked up): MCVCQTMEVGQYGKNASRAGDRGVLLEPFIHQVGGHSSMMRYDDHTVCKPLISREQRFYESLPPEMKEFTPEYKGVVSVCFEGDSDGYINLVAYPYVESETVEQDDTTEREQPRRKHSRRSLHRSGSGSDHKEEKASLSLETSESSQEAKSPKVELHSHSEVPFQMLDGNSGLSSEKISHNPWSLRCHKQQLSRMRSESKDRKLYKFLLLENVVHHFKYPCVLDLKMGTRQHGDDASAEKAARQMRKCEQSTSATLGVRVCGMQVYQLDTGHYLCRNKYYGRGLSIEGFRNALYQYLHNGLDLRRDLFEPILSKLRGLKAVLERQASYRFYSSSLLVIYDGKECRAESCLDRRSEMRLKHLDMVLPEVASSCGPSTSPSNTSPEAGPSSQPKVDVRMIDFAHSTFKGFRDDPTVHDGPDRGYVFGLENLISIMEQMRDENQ
#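 ADP-Glo luminescence measures ADP made by human IP6K1 during a 2 h RT reaction with ATP/IP6 (mix at 1.3 mM/130 uM); top library doses 57.5 and 19.1 uM final.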
# HEK293 tox: kills HEK 293 cells; HEK 293 viability, ATP luminescence (CellTiter-Glo), 48-72 h; Potency, µM (top dose mostly 115 µM), without a hit: top-dose activity change, negative = cytotoxicity, usual class: inhibitors; 94,000 tested, 6.6% active; AID 1345083; note: potency is the fitted concentration of half-maximal effect; nearly all actives have a fitted effect of over 60% in size
#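 HEK 293 cells seeded at 250 cells/well were exposed to compound for 48 or 72 hr at 37 degree Celsius. Viability taken as ATP content by CellTiter-Glo luminescence.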
# GPT2 inh: GPT2 alanine aminotransferase inhibition; AID 1671188; Potency, µM (top dose mostly 57.7 µM), without a hit: top-dose activity change, negative = inhibition, most hits filed as inhibitors; Recombinant GPT2, coupled pyruvate oxidase/HRP Amplex Red fluorescence; Q8TD30; 100,000 tested, 0.25% active; note: potency is the fitted concentration of half-maximal effect; nearly all actives have a fitted effect of over 60% in size; many of its hits are not listed in these tables
# Target sequence (Q8TD30 whole entry, looked up): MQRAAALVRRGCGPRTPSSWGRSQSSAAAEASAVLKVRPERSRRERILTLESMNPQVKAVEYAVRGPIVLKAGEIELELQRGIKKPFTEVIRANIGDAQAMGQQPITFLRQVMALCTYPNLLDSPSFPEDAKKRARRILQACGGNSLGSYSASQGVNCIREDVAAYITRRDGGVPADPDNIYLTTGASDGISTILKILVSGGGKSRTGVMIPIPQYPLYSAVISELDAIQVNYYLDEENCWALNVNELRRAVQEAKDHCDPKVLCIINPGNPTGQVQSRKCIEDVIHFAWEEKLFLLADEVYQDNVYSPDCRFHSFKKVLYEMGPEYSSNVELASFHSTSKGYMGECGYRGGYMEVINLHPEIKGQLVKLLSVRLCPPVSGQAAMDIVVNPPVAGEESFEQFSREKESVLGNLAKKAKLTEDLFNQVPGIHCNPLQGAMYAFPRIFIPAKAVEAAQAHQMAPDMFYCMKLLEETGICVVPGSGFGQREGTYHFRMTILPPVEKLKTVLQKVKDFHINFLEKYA
#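 Fluorescence of coupled pyruvate oxidase/HRP/Amplex Red system (50uM Amplex, 30 min, dark) reports pyruvate formed by GPT2. Enzyme reaction: 10ng/uL GPT2, 2mM L-alanine, 250uM a-KG, 30 min room temperature, pH 7.5; 50uM AOA control.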
# Luciferase inh: Photinus pyralis luciferase inhibition. P08659. purified P. pyralis luciferase, luminescence, biochemical. Potency, µM (highest dose often 115 µM), inactives show at the highest dose activity change, negative = inhibition, usual class: inhibitors. 76,000 tested, 2.5% active; note: potency is the fitted concentration of half-maximal effect; nearly all actives have a fitted effect of over 65% in size
#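 Cell-free enzyme assay, 10nM P. pyralis luciferase, luciferin and ATP each at 10uM. Inhibition profiled over a 6-point titration, read as luminescence.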
# * hit, by the source's call; i = inactive; u = inconclusive; x = not tested or not shown; [ ] = another dose, or the depositor's remark. Unless noted, calls come from the whole dose curve; as a rule, active = well fitted curve in the direction sought with a large enough effect; inconclusive = small, poorly fitted or top-dose-only effect, or another doubt; inactive = no such curve, though single readings can be large; an effect the other way counts as inactive or inconclusive. Unless noted, % is set by controls: 0 for no effect and ±100 for the full control effect. An excerpt (hit frequency here may not be typical).
SMILES,NIH3T3 tox,SNCA expr inhib,HEK293 viab,IP6K1 inhibitor,HEK293 tox,GPT2 inh,Luciferase inh
CC(C)(C)C(=O)Nc1ccc2nc(SCc3ccccc3)sc2c1,x,97%[activator],-8%,1,x,x,x
COc1ccc(N2CCN(C(=O)c3ccc4c(c3)C(O)CCCCCN4C)CC2)cc1 (stereo not drawn),u,u,-9%,-2,u,i,-15%
CCc1ccc(N2CCn3c2nc2c3c(=O)n(CCc3ccccc3)c(=O)n2C)cc1,x,u,-2%,-13,x,x,x
Cc1ccccc1NS(=O)(=O)c1ccc2[nH]cc(C(=O)N3CCCCC3)c(=O)c2c1,x,-26%,5%,9,x,x,x
O=C(c1ccc2cc[nH]c2c1)N1CCC(N2CC(OCC3CC3)C23CCCCC3)CC1 (stereo not drawn),u,-2%,-14%,3,50µM*,u,-8%
COC(=O)c1c(NC(=O)c2cc3ccccc3c(=O)o2)sc2c1CCCC2,x,-11%,4%,9,x,x,x
COc1ccc(NC(=O)CN2C(=O)NC3(CCCCC3)C2=O)cc1Cl,u,4%,-6%,2,-17%,2%,6%
Cc1ccccc1NC(=O)CN1C(=O)NC2(CCC(C)CC2)C1=O (stereo not drawn),-13%,-2%,-8%,-11,-2%,-5%,7%
O=C(c1ccc(C(F)(F)F)cc1)N1CCCC1C(=O)N1CCCC1c1nc2ccncc2[nH]1 (stereo not drawn),-33%,-13%,16%,-1,-15%,-12%,x
COc1ccc(NC(=O)c2sc3nc(-c4cc5ccc(OC)cc5oc4=O)[nH]c(=O)c3c2C)cc1,x,-15%,-3%,-5,x,x,x
O=C1NCCCCCCN(Cc2ccncc2)[C@@H]2CN(S(=O)(=O)c3ccc4c(c3)CCC4)CC[C@H]12,u,-3%,-3%,0,u,-4%,2%
CCOc1ccc(CNS(=O)(=O)c2c(C(=O)N3CCCCCC3)c(C)n(C)c2C)cc1OC,x,0%,-9%,-6,x,x,x
Cc1ncsc1CN1CCC2(CC1)CN(C1CCC1)CC2CO (stereo not drawn),-19%,u,4%[12.5 µM],41,-30%,5%,-1%
O=C(c1ccco1)N1CCCCCC1c1nnc(-c2ccccc2)o1 (stereo not drawn),u,0%,-14%,-1,u,2%,-6%
CCc1nn2c(=O)cc(COC(=O)Cc3ccccc3)nc2s1,x,-17%,-1%,-9,x,x,x
Cc1cc(NC(=O)c2ccc(NC(=O)CCS(=O)(=O)c3cccs3)cc2)ccc1Br,x,152%[activator],-17%,-10,x,x,x
COc1ccc(-c2cc(C(F)(F)F)n3nc(C(=O)Nc4cccc(Cl)c4Cl)cc3n2)cc1OC,x,-16%,u,-6,x,x,x
Cc1cccn2c(=O)cc(COc3ccc(NC(=O)C(C)C)cc3)nc12,x,1%,1%,-8,x,x,x
C[C@]1(O)CCN(C(=O)Cc2nc(-c3ccncc3)n[nH]2)C[C@@H]1O,-4%,33%[activator],2%,-5,i,i,8%
CS(=O)(=O)N1CCCCCCn2c(nnc2-c2ccc(F)cc2)CC1,-14%,28%,6%,-1,-14%,i,-11%
Cn1nc2n(c1=O)CCNCC2,i,15%,12%,2,-7%,i,-1%
C=C1CCC2C(C)(C)CC(O)CC2(C)C1CCC(C)CCOC(=O)CCC(=O)O (stereo not drawn),x,x,-11%[23.9 µM],-1,x,u,x
CCc1ccc2oc(C(=O)NCc3ccccc3)cc(=O)c2c1,x,-48%,8%,13,x,x,x
CCOc1ccc(C(=O)N2CCCC3(C2)Nc2cccnc2NC3=NC2CCCC2)cc1 (stereo not drawn),u,-24%,u,0,u,-11%,-10%
O=C1CCCCN1CCCC(=O)N1CCOC(CC2CCCCC2)C1 (stereo not drawn),-3%,-19%,-6%,31,-4%,i,-22%

# 3 structures from above, ordered by SMILES length, lowest first:
SMILES,NIH3T3 tox,SNCA expr inhib,HEK293 viab,IP6K1 inhibitor,HEK293 tox,GPT2 inh,Luciferase inh
COc1ccc(NC(=O)CN2C(=O)NC3(CCCCC3)C2=O)cc1Cl,u,4%,-6%,2,-17%,2%,6%
CCOc1ccc(C(=O)N2CCCC3(C2)Nc2cccnc2NC3=NC2CCCC2)cc1 (stereo not drawn),u,-24%,u,0,u,-11%,-10%
Cc1ccccc1NS(=O)(=O)c1ccc2[nH]cc(C(=O)N3CCCCC3)c(=O)c2c1,x,-26%,5%,9,x,x,x

# Following part.
SMILES,NIH3T3 tox,SNCA expr inhib,HEK293 viab,IP6K1 inhibitor,HEK293 tox,GPT2 inh,Luciferase inh
O=C(NCc1ccccc1Cl)C1CCCN1Cc1ccc(-c2cncnc2)cc1 (stereo not drawn),u,-4%,-8%,0,u,-4%,x
Cn1ncc2c(C(=O)NCC(F)(F)F)cc(-c3ccc(C(F)(F)F)cc3)nc21,-8%,x,x,-9,0%,x,x
CCN(CC)S(=O)(=O)c1ccc2c(c1)N(CC(=O)NCCc1ccc(OC)c(OC)c1)C(=O)CO2,x,12%,u,20,x,x,x
CCCn1cc2c3c(cccc31)CN(C(=O)COc1ccc(F)cc1)CC2,u,-3%,7%,23,45µM*,-16%,-14%
CCCCn1c(=O)c(C(=O)N2CCC(C#N)CC2)nc2cccnc21,-24%[138 µM],8%[87.6 µM],4%[87.6 µM],10,-10%[172 µM],i,x
CNC(=O)[C@@H]1C[C@H](Oc2ccccc2)CN1S(=O)(=O)c1cccnc1,i,4%,-10%,-3,2%,0%,4%
Cc1ccc(NC(=O)[C@@H]2CNC[C@H](C(=O)N3CCN(CCO)CC3)C2)cc1,-1%,-5%,1%,-17,3%,-3%[11.5 µM],-1%
CCC1(CC)CCN(C(=O)C2CCC(=O)N(Cc3ccccc3OC)C2)C1 (stereo not drawn),-33%,-3%,-9%,-5,u,0%,3%
O=C(CCC(=O)N1CC2CCCN2c2ccccc21)NCc1cccc(Cl)c1 (stereo not drawn),x,-5%,6%,-6,x,x,x
CCCCS(=O)(=O)N1CCC2(CCC(=O)N(Cc3ccccc3)C2)CC1,-7%,-22%,-22%,-7,-16%,-30%[11.5 µM],-3%
CCCN(CC1CCOC1)C(=O)Nc1cccc(F)c1 (stereo not drawn),i,-12%,2%,14,10%,-8%,3%
COc1ccc(CCNC(=O)c2cccc(-n3c(C)nc4cccnc43)c2)cc1OC,x,u,-9%,10,x,x,x
Oc1ccc([C@@H]2Oc3ccc(O)cc3[C@@H]3CCC[C@@H]32)cc1,x,-25%,u,17,x,-17%,x
Clc1cccc(CN2CCOC[C@H](Oc3cccnc3)C2)c1,u,-4%[87.6 µM],18%[87.6 µM],-1,u,5%[88.5 µM],-9%[172 µM]
Cn1nccc1-c1ccc2ncn(Cc3ccccc3)c(=O)c2n1,u,11%[87.6 µM],1%[87.6 µM],-1,-9%[172 µM],0%[88.5 µM],-5%[172 µM]
CN(Cc1cc(C[C@@H]2C[C@H](NC(=O)C(C)(C)C)C2(C)C)no1)c1ccccc1,u,-16%[87.6 µM],-5%[87.6 µM],5,89µM*,-7%[88.5 µM],-8%[172 µM]
O=C(CC1CC1)N[C@@H]1CN(Cc2ccccc2)C[C@H]1CO,-3%,-17%,u,2,0%,i,-6%
Cc1nn(Cc2ccccc2)c(C)c1[C@@H]1C=C[C@@H](NC(=O)Nc2ccccc2)C1,u,44%[activator][87.6 µM],-8%[87.6 µM],0,u,-28%[88.5 µM],-24%[172 µM]
CC(=O)NCCNC(=O)c1ccc(-c2cccc(C(F)(F)F)c2)cc1,-28%,x,x,-4,u,x,x
O=C(NC[C@H]1OC[C@@H](NC2CCCCC2)[C@@H]1O)C1CC1,-14%[174 µM],-1%[87.6 µM],1%[87.6 µM],-9,-18%[230 µM],-26%[88.5 µM],-10%[230 µM]
COc1cccc(-c2cn3cc(C(=O)NCC(C)C)nc3s2)c1,u,-3%[87.6 µM],-26%[87.6 µM],-7,22µM*,u,x
CN1CCN(C(=O)[C@H]2C[C@H](C(=O)O)CN(C(=O)c3ncccc3O)C2)CC1,i,-33%,12%,27,-2%,-13%,6%
Cn1cccc1CN1CCC2CC(=O)NCCC2C1 (stereo not drawn),0%[138 µM],1%[87.6 µM],4%[87.6 µM],1,-2%[172 µM],i,x
COc1ccc(N2CCN(C(=O)Cc3noc4ccc(C)cc34)CC2)cc1,x,-18%,10%,-11,x,x,x
CC(=O)N1CCC(C(NC(=O)c2ccccc2)C(=O)NCc2ccco2)CC1 (stereo not drawn),4%,-3%,-2%,3,u,-4%,-9%

# Compound profiles, from the list above. Order of screens: NIH3T3 tox, SNCA expr inhib, HEK293 viab, IP6K1 inhibitor, HEK293 tox, GPT2 inh, Luciferase inh
# CCCCS(=O)(=O)N1CCC2(CCC(=O)N(Cc3ccccc3)C2)CC1 is listed as -7%, -22%, -22%, -7, -16%, -30%[11.5 µM], -3%
# CCCn1cc2c3c(cccc31)CN(C(=O)COc1ccc(F)cc1)CC2 is listed as u, -3%, 7%, 23, 45µM*, -16%, -14%

# Following part:
SMILES,NIH3T3 tox,SNCA expr inhib,HEK293 viab,IP6K1 inhibitor,HEK293 tox,GPT2 inh,Luciferase inh
CCn1ccc2sc(C)c(C(=O)N3CCN(c4ccc(F)cc4)CC3)c2c1=O,-10%,-13%,3%,4,u,u,0%
O=C(c1ccc(F)c(F)c1)N1CCC2(CC1)N=C(c1cccc(Br)c1)NO2,u,-10%,-10%,0,u,-17%,13%
COc1ccc(C(=O)Nc2nc(-c3nnn(-c4cc(OC)ccc4OC)c3C)ns2)cc1,x,-24%,2%,19,x,x,x
C[S+](=O)([O-])NCc1nnc2n1C(C(=O)NCCc1ccc(Cl)cc1)CC2 (stereo not drawn),-15%,6%,-9%,5,0%,i,x
O=C(Nc1nnc(S(=O)(=O)N2CCOCC2)s1)c1cccc(Br)c1,x,74%[activator],4%,12,x,x,x
CCN1C(=O)CN(C(=O)COc2ccc(F)cc2)CC12CCOCC2,-1%,-18%,-2%,-9,-1%,i,-7%
COCCNC(=O)c1ccc(-c2nc(CS(=O)(=O)c3ccccc3)c(C)o2)cc1,x,1%,1%,13,x,x,x
COc1ccc(NC(=O)C(NC(=O)/C=C\c2ccc3c(c2)OCO3)c2ccc(C)cc2)cc1 (stereo not drawn),x,-5%,-1%,-7,x,x,x
COc1ccccc1-c1nn(CCC(=O)Nc2cccc(C(C)=O)c2)c2nc(C)cc(C)c12,x,-18%,-17%,-7,x,x,x
OC(Cc1ccccc1)c1ccc2c(c1)CN(Cc1ccc(OC(F)F)cc1)CCO2 (stereo not drawn),3%,-1%,-6%,5,1%,3%,2%

# Compounds shown so far that contain a furan ring, fused or not (2):
SMILES,NIH3T3 tox,SNCA expr inhib,HEK293 viab,IP6K1 inhibitor,HEK293 tox,GPT2 inh,Luciferase inh
O=C(c1ccco1)N1CCCCCC1c1nnc(-c2ccccc2)o1 (stereo not drawn),u,0%,-14%,-1,u,2%,-6%
CC(=O)N1CCC(C(NC(=O)c2ccccc2)C(=O)NCc2ccco2)CC1 (stereo not drawn),4%,-3%,-2%,3,u,-4%,-9%

# Source: PubChem
